aDG glyco up: alpha-DG glycosylation activation | activation, % at 10 µM | Pro5-aDG cells, alpha-DG glycosylation AlphaScreen (IIH6); 0% Pro5, 100% B10-LARGE cell signal | AID 624168 | actives 0.22% (n = 360,000);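 active means activation of at least 8% versus controls, or a plate z-score of at least 8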;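 further: Pro5 are CHO cells carrying HIG-tagged alpha-DG that lacks glycosylation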
iPSC survival up: increases survival of single human iPS cells. hiPSC single-cell survival, ATPlite luminescence; 100% = ROCK inhibitor wells, 0% = DMSO. survival enhancement, % at 20 µM. actives 0.044% (n = 360,000). AID 602274; in the data active means survival enhancement above about 18%;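 further: cells exposed to compounds for 16 hours before the ATP read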
H9c2 protect: modulators protecting cardiomyocytes from myocardial damage; H9c2 cardiomyocytes, H2O2 injury protection, ATPLite, 2 h; protection from H2O2 cell death, % at 20 µM; actives 0.63% (n = 360,000);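 active means compounds giving at least 50% protection of heart cells from peroxide-induced death in the single-dose screen, raw or plate-pattern-corrected value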;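 further: 0% = DMSO wells with peroxide and 100% = DMSO wells without peroxide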
ABCB6 inh 2: blocks the human ABCB6 transporter; Q9NP58; K562-ABCB6 porphyrin accumulation, flow cytometry, 1 h; active compounds read low; fluorescence ratio to DMSO, % at 10 µM; actives 0.19% (n = 360,000);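 active means fluorescence ratio to DMSO below 75%, the collection mean minus 3 SD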;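 further: signal is porphyrin accumulated inside mitochondria; 100% equals median channel fluorescence of DMSO control wells; lower ratio means ABCB6 inhibition with less porphyrin fluorescence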
Target sequence (Q9NP58 whole entry, looked up): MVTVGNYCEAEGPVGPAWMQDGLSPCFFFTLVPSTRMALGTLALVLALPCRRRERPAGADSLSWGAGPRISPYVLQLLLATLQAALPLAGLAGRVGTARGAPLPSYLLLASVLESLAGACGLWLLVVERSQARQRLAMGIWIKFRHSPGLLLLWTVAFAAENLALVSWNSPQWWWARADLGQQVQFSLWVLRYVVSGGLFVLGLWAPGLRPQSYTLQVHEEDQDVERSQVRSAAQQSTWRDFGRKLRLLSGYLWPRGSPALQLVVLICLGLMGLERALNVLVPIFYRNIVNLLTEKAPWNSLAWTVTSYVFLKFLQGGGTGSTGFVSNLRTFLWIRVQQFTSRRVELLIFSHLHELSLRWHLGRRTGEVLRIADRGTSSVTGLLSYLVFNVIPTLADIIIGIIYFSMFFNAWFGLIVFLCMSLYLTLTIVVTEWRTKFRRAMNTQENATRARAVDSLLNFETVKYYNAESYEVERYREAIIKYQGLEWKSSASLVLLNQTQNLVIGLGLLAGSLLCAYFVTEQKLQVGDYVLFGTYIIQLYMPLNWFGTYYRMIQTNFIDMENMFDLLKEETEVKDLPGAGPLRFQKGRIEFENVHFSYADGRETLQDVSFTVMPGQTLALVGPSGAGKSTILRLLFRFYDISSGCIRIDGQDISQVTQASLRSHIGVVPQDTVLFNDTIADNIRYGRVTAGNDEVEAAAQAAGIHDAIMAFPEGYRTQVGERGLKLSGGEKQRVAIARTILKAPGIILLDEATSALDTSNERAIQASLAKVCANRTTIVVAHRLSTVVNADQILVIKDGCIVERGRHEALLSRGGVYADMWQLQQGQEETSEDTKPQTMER
Granule exo inh: blocks lytic granule exocytosis | AID 651702 | actives 0.66% (n = 360,000) | TALL-104 LAMP-1 surface exposure, flow cytometry; cells stimulated with thapsigargin and PMA | inhibition, % at 10 µM;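 active means inhibition above about 55%, limit read from the data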
ABHD5-PLIN5 inh: ABHD5-PLIN5 protein interaction inhibition; Q00G26+Q8WTS1; Split G. princeps luciferase complementation, luminescence, 4 h; inhibition, % at 4 µM; actives 0.78% (n = 360,000); AID 602281;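 active means inhibition above the mean inhibition across every tested compound plus 3 SD, cut at about 22% in these data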;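 further: 0% = DMSO only wells and the 100% control is not disclosed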
m5-HT2A agonist: activates the mouse 5-HT2A serotonin receptor. CHO-K1 mHTR2A beta-arrestin complementation, luminescence; percent of 30 µM serotonin response. actives 0.66% (n = 360,000). activation, % at 7.6 µM;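 active means activation above a run cutoff, the mean activation of all tested compounds plus 3 SD, cut at about 14% in these data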;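 further: 0% = plate median of compound wells and 100% = 30 µM serotonin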
MC4R antagonist: antagonists of human melanocortin 4 receptor (MC4R); MC4R-expressing cells, MTII-stimulated cAMP, LANCE TR-FRET; inhibition, % at 6.5 µM; actives 0.48% (n = 360,000);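 active means inhibition above its plate's cutoff, the mean of tested wells on that plate plus 3 SD, cut at about 29% in these data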;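 further: 0% = Melanotan II alone and 100% = Melanotan II plus saturating MCL0020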
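Assay system: U2OS-MC4R stable cell line; Also added: Melanotan II; Technique: Eu-cAMP/anti-cAMP TR-FRET, emission 671 nm; Times: 30-min compound, 1-h challenge, 1-h detection, room temperature.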
MC4R ag barr: agonists of human melanocortin 4 receptor (MC4R) beta-arrestin | actives 0.98% (n = 360,000) | activation, % at 8.9 µM | U2OS MC4R beta-arrestin complementation, luminescence; percent of melanotan II response, DMSO zero | P32245;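 active means activation above a per-plate cutoff, the mean activation of sample wells on that plate plus 3 SD, cut at about 8% in these data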
Glyco luc inh: blocks N-linked glycosylation in D54 reporter cells; AID 588692; actives 0.23% (n = 360,000); reporter increase, % at 12.5 µM; D54 ERlucT glycosylation luciferase reporter, 24 h; percent of 100 nM tunicamycin response;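 active means mean luciferase reporter signal, scaled so untreated is 0 and the glycosylation-blocking control 100, at or above a set limit in every replicate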;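 further: luciferase carries N-glycosylation sites so blocking glycosylation raises the light; 0% = median of neutral control wells and 100% = median of 100 nM tunicamycin wells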
* = called active by the depositor; . = not tested or not shown. Outcome played no part in choosing rows; about 4.5% have a hit in one of these screens.

SMILES	aDG glyco up	iPSC survival up	H9c2 protect	ABCB6 inh 2	Granule exo inh	ABHD5-PLIN5 inh	m5-HT2A agonist	MC4R antagonist	MC4R ag barr	Glyco luc inh
CN(C)CCOc1cccc(Br)c1	-0.1	-0.6	5	147	-2	-5	3	-6	-1.1	1
CN(C)c1ncnc2c1ncn2[C@H]1CN(Cc2ccco2)C[C@@H](CO)O1	-0.2	-3.1	-1	96	-9	1	1	3	0.8	-1
CN1CCN(CCC(=O)Nc2cccc(Br)c2)CC1	0.0	-0.8	0	104	2	-3	-5	24	-0.4	-1
O=C(CSc1nc2ccccc2[nH]1)NCc1ccccc1	0.0	0.6	-2	101	4	-2	-1	-6	0.7	-1
CCN(CC)CCNc1nc(-c2ccc(OC)cc2)c(-c2ccc(OC)cc2)s1	0.7	-0.5	0	99	66*	11	-2	5	1.7	-4
Cc1c(C(=O)OCC(=O)Nc2ccc(C(=O)N(C)C)cc2)oc2ccccc12	0.1	-0.4	-15	91	-3	-1	3	-6	-2.5	.
C/C=C/C1=CC(=O)C[C@H](c2ccc3c(c2)OCO3)C1	0.3	1.1	-4	101	-19	7	2	10	-1.2	-3
Cc1ccc(C2=NC3(CCCCC3)N=C2SCC(=O)Nc2ccc3c(c2)OCCO3)cc1	0.1	-3.0	-23	100	-4	-8	-3	9	7.7	1
COc1ccc(CCNC(=O)CSc2ncn[nH]2)cc1	0.0	3.4	-1	99	-1	-6	1	5	-0.5	3
O=C1CC(c2ccccc2)n2nc(NC(=O)c3ccccc3)nc2N1 (stereo not drawn)	-0.1	0.7	-3	106	2	-2	5	5	-2.0	0
CCn1c(=O)n(CC)c2cc(N3CCCC3)c(NC(=O)c3cccc(Cl)c3)cc21	0.6	0.6	7	96	2	-7	-2	1	-1.5	7
NC(Cc1ccc(Cl)cc1)c1csc(Nc2nccc(C(F)(F)F)n2)n1 (stereo not drawn)	1.0	1.5	-2	94	-1	1	-1	6	6.3	-2
CC(C)(C)OC(=O)N1CCC(CNC(=O)Nc2ccccc2)CC1	0.2	0.5	-3	94	-2	-1	5	2	-0.1	1
CCCCN1C(=O)C(CC(=O)NC(c2ccccc2)c2ccccc2)CC(C(=O)N(CC)CC)=C1C (stereo not drawn)	0.3	-1.1	-4	95	4	-6	2	0	0.4	-1
CCN(Cc1ccccc1)S(=O)(=O)c1ccc(S(=O)(=O)N(Cc2ccccn2)Cc2ccco2)cc1	0.2	-2.8	2	97	1	-11	-2	-2	13*	0
O=C1N(C2CCCC2)C[C@@H]2C[C@@H](c3cccn3-c3ccccn3)N3CCC[C@@]123	0.7	-1.8	-5	101	4	0	-2	2	-2.1	3
O=C(Oc1ccc2c(c1)OCO2)c1ccc(Br)c(S(=O)(=O)N2CCOCC2)c1	-0.1	-0.9	0	98	0	1	0	16	-1.3	-2
CCCOc1ccc(-c2nc(OCC)c3ccccc3n2)cc1	0.4	-2.1	-16	100	0	6	1	-1	-0.2	-10
COc1ccc(-c2c(C)c3cc(O)ccc3oc2=O)cc1	-0.1	0.1	11	98	25	-1	-12	12	-4.4	2
Cc1cc(NC(=O)c2ccc(F)cc2)no1	-0.1	-0.8	-5	97	-6	-5	-3	11	-1.9	-1
O=C(Nc1ccccc1)c1ccc(NC(=O)c2cccs2)cc1	0.2	0.1	-1	108	-2	-1	8	6	1.1	-3
CC1CCN(CCCNC(=O)c2ccc(CSCc3cccc(Cl)c3)o2)CC1	0.3	-1.0	0	104	-4	1	-8	7	0.6	-5
COc1ccc(C(=O)N(Cc2ccco2)Cc2cccs2)c(O)c1	-0.1	-1.0	-4	98	2	4	13	1	-0.8	-2
COc1cccc(CN2CCN(Cc3ccc4cccc(F)c4n3)CC2CCO)c1 (stereo not drawn)	-0.1	0.5	3	96	5	-3	-6	4	-0.8	-1
O=C(COC(=O)Cc1ccc(Cl)cc1)Nc1ccccc1-c1ccccc1	0.1	0.5	2	92	-1	0	1	-1	0.3	-5
COc1ccc(OCc2cc(C(=O)NC3Cc4ccccc4C3)no2)c(Cl)c1	-0.1	-0.4	-4	107	0	14	-3	-6	-0.5	19
CCOC(=O)c1c(C)cccc1OCC(N)=O	-0.1	5.1	9	101	1	-2	-2	1	-1.6	1
C=C1CCC[C@]2(C)C[C@H]3OC(=O)C(CN4CC(C)OC(C)C4)[C@H]3C[C@@H]12 (stereo partly drawn)	-0.4	-1.0	-2	99	-3	1	-4	10	1.4	-9
Cc1nc(SCC(=O)Nc2c(C)n(C)n(-c3ccccc3)c2=O)c(C#N)c(C)c1C	-0.1	-0.5	7	100	2	-5	3	-4	1.9	1
CN(C)c1ccc(CC(=O)N2CCCCC2c2cc(C(=O)Nc3ccccc3)no2)cc1 (stereo not drawn)	-0.1	-2.2	-5	102	-3	2	-4	10	-0.4	-2
CC(C)COc1ccc(S(=O)(=O)NNC(=O)c2cc3ccccc3o2)cc1	0.1	0.3	-24	100	18	-13	8	14	11*	3
C[C@@H]1CCCCO[C@@H](CN(C)CC2CCCCC2)[C@@H](C)CN([C@H](C)CO)C(=O)c2cc(NS(=O)(=O)c3ccc(Cl)cc3)ccc2O1	1.3	-3.4	-28	94	9	1	9	4	0.2	-7
CC(C)(C)c1nc2cc(Cl)c([N+](=O)[O-])cc2o1	-0.1	2.9	-5	100	1	0	1	20	-0.8	-1
COc1cccc(OCC(O)CN2CCOCC2)c1 (stereo not drawn)	-0.1	-1.1	7	90	0	-1	3	-3	-0.7	1
COc1ccc(S(=O)(=O)Nc2ccccn2)cc1C	0.2	-1.0	0	90	-3	0	5	2	1.8	0
O=C(O)/C=C1\CCCc2ccccc2C1O (stereo not drawn)	-0.3	1.8	-6	97	0	-2	2	16	1.5	-1
COC(=O)/C=c1/s/c(=C(\C#N)C(=O)NCc2ccco2)n(-c2ccc(C)cc2)c1=O	-0.1	-1.4	13	110	0	17	2	7	1.5	3
COc1ccc(Cn2c3ccc(OC)cc3c3nc4ccccc4nc32)cc1	0.0	-2.6	-8	127	-1	0	1	-1	-2.2	-2
O=C(c1ccco1)N1CCCN(Cc2cn[nH]c2-c2ccc(-c3ccccc3)cc2)CC1	0.2	0.8	8	106	0	5	-4	9	1.5	-3
COc1ccc(-n2c(O)c(Cc3ccccc3)c(=O)n3nc(-c4ccccc4)c(=O)cc23)cc1	0.3	8.0	3	104	-3	-16	1	9	-0.1	-2

Copied from the entries so far, two compounds:
SMILES	aDG glyco up	iPSC survival up	H9c2 protect	ABCB6 inh 2	Granule exo inh	ABHD5-PLIN5 inh	m5-HT2A agonist	MC4R antagonist	MC4R ag barr	Glyco luc inh
O=C(c1ccco1)N1CCCN(Cc2cn[nH]c2-c2ccc(-c3ccccc3)cc2)CC1	0.2	0.8	8	106	0	5	-4	9	1.5	-3
COc1ccc(-n2c(O)c(Cc3ccccc3)c(=O)n3nc(-c4ccccc4)c(=O)cc23)cc1	0.3	8.0	3	104	-3	-16	1	9	-0.1	-2

The list goes on.
SMILES	aDG glyco up	iPSC survival up	H9c2 protect	ABCB6 inh 2	Granule exo inh	ABHD5-PLIN5 inh	m5-HT2A agonist	MC4R antagonist	MC4R ag barr	Glyco luc inh
Cc1ccccc1C(=O)NC1CCN(CC(=O)Nc2ccc3c(c2)OCO3)CC1	0.0	1.2	2	94	-6	-3	-4	6	-3.1	1
CCOc1ccccc1NC(=O)C(=O)CC(=O)c1ccc(OC)cc1	0.0	-0.2	49	95	-9	0	-4	-2	-1.3	1
Cn1ncc2c(Nc3ccccc3Br)ncnc21	-0.3	-2.1	25	96	-1	6	2	0	0.1	-2
O=S(=O)(NCc1ccco1)c1cnc(Cl)c(Cl)c1	0.2	-0.5	5	97	-1	-2	0	45*	-2.3	1
COCC(=O)NNC(=O)c1ccc(OC)cc1	0.0	0.4	1	101	-6	-2	-1	1	-1.8	2
Cc1ccc(NC(=O)COc2ccc(/C=N/NC(=O)CSCc3ccccc3)cc2)cc1	0.0	0.5	4	99	-8	0	1	22	0.4	1
CCCCNC(=O)C1(C)CCN1C(=O)c1cccc(OC(F)(F)F)c1 (stereo not drawn)	-0.2	0.6	5	98	5	-4	3	-2	-0.3	0
Cc1nn(CC(=O)N2CCN(Cc3ccccc3)CC2)c(=O)c2ccccc12	0.1	-1.7	2	99	0	5	-1	12	-2.2	1
CCC(C)NS(=O)(=O)c1ccc(OCC(=O)N2CCCC2)cc1 (stereo not drawn)	-0.1	3.9	2	95	10	-1	-4	9	-2.1	2
O=C(CSc1ccccc1F)Nc1ccc2c(c1)OCO2	0.3	-1.9	-9	97	1	4	0	8	-0.9	-2
COc1cccc(CN2CCN(Cc3c(C)nn(C(C)C)c3C)CC2CCO)c1 (stereo not drawn)	-0.3	-2.1	-3	110	20	12	-2	-2	2.5	2
CC(C)C(=O)Nc1ccc2nn(-c3ccccc3)nc2c1	0.8	-0.7	-20	90	-1	1	0	7	4.8	-16
COc1ccc(N(CC(=O)N2CCN(c3ccccc3F)CC2)S(=O)(=O)c2c(C)noc2C)cc1	0.4	0.0	-3	95	-2	2	6	4	-2.8	-2
COc1cccc(C2CC(c3ccccc3)Nc3ncnn32)c1 (stereo not drawn)	-0.1	1.2	3	88	1	3	0	7	0.0	-2
CCOc1ccccc1C(=O)NCC(=O)Nc1ncccc1C	-0.2	1.7	4	101	4	-5	0	16	-3.0	0
COc1ccccc1C(=O)NNC(=S)NC(=O)c1cc(OC)c(OC)c(OC)c1	0.9	0.2	18	105	8	0	5	-3	-0.9	-4
CCCCN(C(=O)c1ccc(N2CCCC2=O)cc1)c1c(N)n(CCCC)c(=O)[nH]c1=O	0.0	-0.4	4	95	11	-3	7	3	-1.2	0
Cc1sc2ncnc(N3CCC(C(=O)Oc4cccc(Cl)c4Cl)CC3)c2c1C	0.2	0.6	-22	99	-1	0	-1	9	2.6	2
Cc1ccc(C(=O)N/N=C\c2ccc[nH]2)cn1	0.1	-3.1	-1	87	1	4	0	13	0.9	1
COc1ccc(NC(=O)COC(=O)c2cc(SC)ccc2Cl)c(OC)c1	0.4	0.3	-2	100	1	7	1	7	22*	4
CC(C)CCn1c2ccccc2c2cc(CC(N)=O)ccc21	0.2	0.7	-8	95	4	1	1	8	-0.6	-4
Cc1ccc(S(=O)(=O)N2CCCSCC2)cc1	-0.3	1.4	1	99	-1	-5	-2	8	-1.2	1
O=C(NCC(O)c1ccc2ccccc2c1)c1c(F)cccc1F (stereo not drawn)	0.3	0.1	-7	95	2	0	2	12	-1.7	1
Fc1ccc(C2CC(c3ccco3)=NN2c2ccccc2)cc1 (stereo not drawn)	0.3	-2.7	-11	93	12	-8	-1	2	4.1	2
CC(C)(O)C1=C[N+](=O)CC=C1	-0.4	-1.4	.	105	-9	12	-2	.	.	.
COc1ccc(OC)c(CNC(=O)COc2cc(=O)n(C)c3ccccc23)c1	0.1	-0.3	14	95	0	1	-1	3	0.4	6
CCOc1cc(-c2nc(-c3ccccc3OC)no2)cc(OCC)c1OCC	0.9	-1.3	3	98	-4	1	5	18	2.1	0

Looked up above.
iPSC survival up, CCOc1cc(-c2nc(-c3ccccc3OC)no2)cc(OCC)c1OCC stands at -1.3
ABHD5-PLIN5 inh, O=C(NCC(O)c1ccc2ccccc2c1)c1c(F)cccc1F (stereo not drawn) stands at 0
Glyco luc inh, Fc1ccc(C2CC(c3ccco3)=NN2c2ccccc2)cc1 (stereo not drawn) stands at 2
ABCB6 inh 2, Cc1ccc(S(=O)(=O)N2CCCSCC2)cc1 stands at 99
